Screens from PubChem BioAssay.
ANO1 activ – TMEM16A chloride channel activators or potentiators, primary screen, cell-based, HTS; Anoctamin-1 (Mus musculus), Q8BHY3; HEK293 TMEM16A/YFP-H148Q/I152L, iodide quench fluorescence; stronger effect = lower value; B-score at 10 µM; hit rate 0.3% among 340,000; AID 623877, 2012;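 active = fluorescence-ratio B-score plate-corrected deviation score at least 3 library SD below zero, with starting fluorescence score within 5 deviations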;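 note: channel opened by trigger with iodide after compound preincubation; score built on the fluorescence ratio of max minus min over baseline; more negative score means more quench and so TMEM16A activation or potentiation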
Target sequence (Q8BHY3 whole entry, looked up): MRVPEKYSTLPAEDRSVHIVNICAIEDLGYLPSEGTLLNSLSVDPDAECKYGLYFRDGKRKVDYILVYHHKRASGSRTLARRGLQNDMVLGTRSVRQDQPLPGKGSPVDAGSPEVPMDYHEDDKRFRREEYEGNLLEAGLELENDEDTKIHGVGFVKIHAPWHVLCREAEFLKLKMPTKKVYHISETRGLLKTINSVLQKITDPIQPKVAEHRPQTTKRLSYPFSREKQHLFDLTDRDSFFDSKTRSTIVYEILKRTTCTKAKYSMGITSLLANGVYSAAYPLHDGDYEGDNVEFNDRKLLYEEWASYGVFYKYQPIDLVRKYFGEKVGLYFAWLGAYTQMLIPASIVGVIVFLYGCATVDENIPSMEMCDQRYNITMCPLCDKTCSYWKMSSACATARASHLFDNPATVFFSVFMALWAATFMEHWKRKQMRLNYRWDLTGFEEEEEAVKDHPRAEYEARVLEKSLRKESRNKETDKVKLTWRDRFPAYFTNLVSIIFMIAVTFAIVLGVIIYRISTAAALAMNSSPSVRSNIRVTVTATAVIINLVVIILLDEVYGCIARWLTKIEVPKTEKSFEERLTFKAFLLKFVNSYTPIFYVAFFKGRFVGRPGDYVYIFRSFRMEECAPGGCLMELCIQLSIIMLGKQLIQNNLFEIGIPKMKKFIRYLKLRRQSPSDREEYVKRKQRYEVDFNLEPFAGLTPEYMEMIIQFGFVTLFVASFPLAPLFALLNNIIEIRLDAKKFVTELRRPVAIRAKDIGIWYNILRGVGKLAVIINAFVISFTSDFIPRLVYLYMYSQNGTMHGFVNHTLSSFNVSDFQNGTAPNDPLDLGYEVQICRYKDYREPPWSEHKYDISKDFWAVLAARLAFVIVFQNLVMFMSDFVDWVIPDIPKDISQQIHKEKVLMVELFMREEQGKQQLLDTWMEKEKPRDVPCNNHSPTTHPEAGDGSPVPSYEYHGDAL
Calls only; i = inactive. Not all compounds are listed. The share of hits here may be higher or lower than overall.

ANO1 activ	smiles
i	CCN(CC(=O)Nc1c(F)cccc1F)C(=O)c1ccc(-c2ccc(C(C)=O)cc2)o1
i	COc1ccccc1NC(=O)c1cccc(S(=O)(=O)N2CCN(c3ccccc3)CC2)c1
i	COc1cccc(C(=O)OCC(=O)Nc2sc3c(c2C(N)=O)CCC3)c1O
i	C/C(=N\NC(=O)c1ccc(-n2cnnn2)cc1)c1ccc(C)cc1
i	CCOC(=O)c1c(C)[nH]c(C)c1C(=O)COC(=O)c1cccnc1OCC
i	CCCCCn1cnnc1SCC(=O)c1c(N)n(C2CC2)c(=O)[nH]c1=O
i	COc1ccc(C(=O)O)cc1S(=O)(=O)Nc1ccc(N2CCCCC2)cc1
i	COc1ccc(S(=O)(=O)Nc2cccc3c2O[C@H](CN(C)S(=O)(=O)c2cccs2)[C@@H](C)CN([C@H](C)CO)C3=O)cc1
i	CNC[C@@H]1Oc2ccc(NS(=O)(=O)c3ccc(OC)cc3)cc2CC(=O)N([C@H](C)CO)C[C@@H]1C
i	Cc1cc(NC(=O)COc2ccc([N+](=O)[O-])cc2)no1
i	O=C(CCN1CCOCC1)NNC(=O)c1ccc(Cl)c([N+](=O)[O-])c1
i	C=CC[C@H](CC(=O)N[C@H](CO)Cc1ccccc1)C(=O)N[C@@H](COC(=O)[C@@H](CC=C)CC(=O)OC(C)(C)C)Cc1c[nH]c2ccccc12
i	COc1ccccc1NS(=O)(=O)c1cc(NC(=O)c2ccc(Cl)nc2)ccc1N1CCCC1
i	NNC(=O)c1cc(S(=O)(=O)N2CCOCC2)c[nH]1
i	O=C(COC(=O)c1ccc([N+](=O)[O-])cc1)Nc1ccccc1C(=O)NC1CC1
i	CN(CC(=O)Nc1ccc(OC(F)F)cc1)S(=O)(=O)/C=C/c1ccccc1
i	Cc1cccc(C(=O)NC(C)C(=O)NC(c2nc3ccccc3[nH]2)C(C)C)c1 (centres undefined)
i	COc1ccc(C(C)=O)cc1COC(=O)C1CCN(C(=O)c2ccc(Cl)cc2)CC1
i	CN(Cc1cccs1)C(=O)COc1cccc2c1OC(C)(C)C2
i	CCN(CC(=O)Nc1ccc(NC(C)=O)cc1)C(=O)c1ccccc1SCC(=O)N1CCCC1
i	COc1cccc(CNC(=O)COC(=O)C23CC4CC(CC(Cl)(C4)C2)C3)c1
i	N#Cc1ccc(OCC(=O)NNC(=S)NC(=O)C2CC2)cc1
i	O=C(COc1ccc(F)cc1Br)Nc1ccccc1N1CCOCC1
i	CN(Cc1ccccc1N1CCCC1)C(=O)c1cc2ccccc2o1
i	CNC(=O)COc1ncnc2sccc12
i	CC(C)N(C(=O)COC(=O)c1ccc(Cl)s1)c1ccccc1
i	O=C(Nc1ccccc1N1CCCCC1)C1=COCCO1
i	CNS(=O)(=O)c1cccc(C(=O)OCC(=O)N2CCN(C(=O)c3ccco3)CC2)c1
i	CC(=O)Nc1cccc(OCCCOc2cccc([N+](=O)[O-])c2)c1
i	Oc1cncc(-c2cccnc2)c1

Filtered by structure: those above with nitrogen in an aromatic ring (10)
ANO1 activ	smiles
i	C/C(=N\NC(=O)c1ccc(-n2cnnn2)cc1)c1ccc(C)cc1
i	CCOC(=O)c1c(C)[nH]c(C)c1C(=O)COC(=O)c1cccnc1OCC
i	CCCCCn1cnnc1SCC(=O)c1c(N)n(C2CC2)c(=O)[nH]c1=O
i	Cc1cc(NC(=O)COc2ccc([N+](=O)[O-])cc2)no1
i	C=CC[C@H](CC(=O)N[C@H](CO)Cc1ccccc1)C(=O)N[C@@H](COC(=O)[C@@H](CC=C)CC(=O)OC(C)(C)C)Cc1c[nH]c2ccccc12
i	COc1ccccc1NS(=O)(=O)c1cc(NC(=O)c2ccc(Cl)nc2)ccc1N1CCCC1
i	NNC(=O)c1cc(S(=O)(=O)N2CCOCC2)c[nH]1
i	Cc1cccc(C(=O)NC(C)C(=O)NC(c2nc3ccccc3[nH]2)C(C)C)c1 (centres undefined)
i	CNC(=O)COc1ncnc2sccc12
i	Oc1cncc(-c2cccnc2)c1

The list goes on:
ANO1 activ	smiles
i	COc1cc2cnc(-c3ccccc3)c(C(=O)c3ccc(F)cc3)c2cc1OC
i	O=C1OC[C@@H]2CCCN2C(=O)[C@@H](CC(=O)N(CCO)Cc2ccccc2)C/C=C\C[C@@H]1Cc1ccc(F)cc1
i	Cc1ccc(C(=O)OCC(=O)c2ccc(Br)cc2)cc1S(=O)(=O)N1CCOCC1
i	C[C@@H](C(=O)Nc1ccccc1N1CCOCC1)N1C(=O)C2CCCCC2C1=O (some centres undefined)
i	COc1cc(OC)cc(-c2c(C#Cc3ccsc3)c3cc(-c4ccc(N(C)C)nc4)ccc3n2C)c1
i	CC(c1ccccc1)C(OC(=O)c1cccc([N+](=O)[O-])c1C(=O)O)c1ccccc1 (centres undefined)
i	O=C(Cc1ccccc1)Nc1ccc2c(c1)OC1(CCCC1)O2
i	Cc1cc(C(=O)OCC(=O)N2CCOCC2)c(C)n1-c1ccccc1
i	Cc1c(Cl)cccc1NC(=O)CNC(=O)Cc1n[nH]c(=O)c2ccccc12
i	Cn1cccc1C(=O)NNC(=O)COc1ccc(C#N)cc1
i	Cc1ccccc1NC(=O)Cc1nc(COC(=O)CC(C)c2ccccc2)cs1 (centres undefined)
i	COc1ccccc1C(=O)NC(CCSC)C(=O)NCc1ccncc1 (centres undefined)
i	CCCC(O)(c1ccccc1)C(c1ccccc1)c1ccccn1 (centres undefined)
i	CC(C)CCC1(CCO)C(=O)N=C(N)NC1=O (centres undefined)
i	Cc1cccnc1NC(=O)CCC(=O)c1cccs1
i	C[C@H]1COC(=O)[C@@H](Cc2ccc(F)cc2)CC/C=C\C[C@H](CC(=O)NCCO)C(=O)N1
i	COCCN(C(=O)COC(=O)CCc1ccccc1)c1c(N)n(Cc2ccccc2)c(=O)[nH]c1=O
i	CNS(=O)(=O)c1cccc(C(=O)OCC(=O)Nc2nc(OC)cc(OC)n2)c1
i	CC(C)C(=NO)c1ccccc1
i	Cc1ccc(NC(=O)CN(C)C(=O)C2CCC2)cc1
i	CCOc1ccc(C(=O)NCC(=O)N2CCN(c3ccc(C(F)(F)F)cn3)CC2)cc1
i	Cc1ccc(-n2c(C)nnc2SCC(=O)N(C)C2CCS(=O)(=O)C2)cc1 (centres undefined)
i	CC1(C)Cc2c(c(N3CCOCC3)nc3sc4c(NCCN)ncnc4c23)CO1
i	CSCCC(NC(=O)c1ccccc1Cl)C(=O)N1CCN(C(C)=O)CC1 (centres undefined)
i	COc1cccc(C=NNc2nc3ccccc3s2)c1OC
i	Nc1c(N(Cc2ccccc2)C(=O)COc2ccc([N+](=O)[O-])cc2)c(=O)[nH]c(=O)n1Cc1ccccc1
i	CC(C)(O[C@@H]1O[C@H](CO)[C@@H](O)[C@H](O)[C@H]1O)[C@@H]1CC=C(C(=O)O)CC1
i	CN(C)S(=O)(=O)c1ccc(C(=O)NCC2(N3CCOCC3)CCCCC2)cc1
i	O=C(c1cc(-c2cccnc2)nc2ccccc12)N1CCN(S(=O)(=O)c2ccc(Cl)s2)CC1
i	O=C(CCC1CCCCC1)NC1CCCCC1

(listing goes on)
ANO1 activ	smiles
i	CNC(=O)c1ccc(NC(=O)C2CCN(S(=O)(=O)c3cccc(C(F)(F)F)c3)CC2)cc1
i	CC1CCCN(C(=O)c2cc(-c3cccs3)nc3ccccc23)C1 (centres undefined)
i	C=C[C@@H]1c2cc(C)ccc2N(S(=O)(=O)c2ccc(C)cc2)[C@H](c2ccccc2C(F)(F)F)C1(C#N)C#N
i	COc1cccc(OC)c1C(=O)OCC(=O)NCc1ccco1
i	O=C(COC(=O)c1ccc(F)c(S(=O)(=O)N2CCOCC2)c1)NCc1ccc(Cl)cc1
i	O=C1CCC(c2ccccc2)N1c1ccccc1 (centres undefined)
i	CCN(C(=O)CSc1nnc(C)c(=O)[nH]1)c1cccc2ccccc12
i	O=C(NCc1ccco1)c1ccc(Cl)c(S(=O)(=O)N2CCCC2)c1
i	COc1ccc(CCNC(=O)COC(=O)c2ccc([N+](=O)[O-])o2)cc1
i	COc1ccc(NC(=O)COC(=O)c2ccc(OC)c(S(=O)(=O)N3CCCC3)c2)cc1OC
i	CN(C)c1cccc(C(=O)NNC(=O)CN2C(=O)C3CC=CCC3C2=O)c1 (centres undefined)
i	Cc1csc(=O)n1CCC(=O)OCC(=O)NNC(=O)c1ccc(Br)cc1
i	CCOC(=O)c1ccc(S(=O)(=O)N2CCN(C(=O)C3CSC4(C)CCC(=O)N34)CC2)cc1 (centres undefined)
i	CCOC(=O)c1cnn(CCOC(=O)c2cccs2)c1NC(=O)c1cccs1
i	CCCCC(=O)Nc1ccc(C)c(S(=O)(=O)N2CCCCCC2)c1
i	COc1cc(C#Cc2c(-c3cncn3C)n(C)c3ccc(-c4ccc5cc[nH]c5c4)cc23)cc(OC)c1
i	COc1cc2cc(CCOC(=O)c3ccco3)oc(=O)c2cc1OC
i	Cc1ccc(S(=O)(=O)/N=C2/NC(=O)/C(=C\c3ccccc3)S2)cc1
i	CCC1(c2ccc(F)cc2)NC(=O)N(CC(=O)N2CCc3ccccc32)C1=O (centres undefined)
i	CC(=O)Nc1cccc(NC(=O)CN2c3cccc4cccc(c34)S2(=O)=O)c1
i	Cc1cc(C)n2nc(SCC(=O)N3CCOCC3)nc2n1
i	CC(=O)NC(CC(=O)OCC(=O)c1ccc(NC(=O)CC(C)C)cc1)c1ccccc1 (centres undefined)
i	CCN(CC)CCn1c2ccccc2c(=O)c2c(O)ccc(O)c21
i	CCC(C)NC(=O)C1(N2C(=O)c3ccccc3C2=O)CCCC1 (centres undefined)
i	CC(=O)c1ccc(S(=O)(=O)Oc2ccc(C(=O)O)cc2Cl)cc1
i	Cc1ccc(NC(=O)[C@@H]2CCCN2C(=O)c2cccs2)cc1S(=O)(=O)N1CCCCC1
i	COc1cc(OC)cc(C(=O)NCC(=O)N2CCN(Cc3ccccc3)CC2)c1
i	CCN(C(=O)COC(=O)c1ccc(=O)n(Cc2ccccc2)n1)C1CCS(=O)(=O)C1 (centres undefined)
i	CC(=O)C[C@H](O)CC(=O)[C@H]1OC(=O)CC/C=C\Cc2ccccc21
i	Cc1ccc(NC(=O)COC(=O)CC2SC(N3CCCC3)=NC2=O)cc1 (centres undefined)

Further records follow:
ANO1 activ	smiles
i	O=C(Nc1ccc(F)cc1)C(c1ccccc1)N1CCN(CC(=O)N2CCOCC2)CC1 (centres undefined)
i	Cc1cc(C)c(OCC(=O)OC(C)C(=O)NCc2ccccc2)c(C)c1 (centres undefined)
i	O=S(=O)(c1ccc(SCc2ccccc2)nc1)N1CCCCCC1
i	COC(=O)c1ccc(/C=C/C(=O)OCC(=O)NCc2cccs2)cc1
i	CSc1ccc(C=O)cc1
i	CC(C)C(=O)N1CCN(c2ccc(NC(=O)c3ccc([N+](=O)[O-])o3)cc2Cl)CC1
i	Cc1cccc2nc(C(=O)Nc3cc(Cl)ccc3-n3cncn3)cn12
i	O=C(COC(=O)/C=C/c1ccccc1[N+](=O)[O-])Nc1ccc(S(=O)(=O)N2CCOCC2)cc1
i	O=C(Nc1cc(C(=O)N2CCN(c3ccccc3)CC2)ccc1Cl)c1cccs1
i	CN1C(=O)N(CC(=O)Nc2nccs2)C(=O)C12CCCCC2
i	COc1ccccc1C(CNC(=O)c1oc2ccccc2c1C)N1CCCC1 (centres undefined)
i	COc1ccc(N(CC(=O)Nc2ccc3c(c2)OCCO3)S(=O)(=O)c2cccc(C)c2)cc1
i	N#CC(CCc1ccccc1[N+](=O)[O-])(CCc1ccccc1[N+](=O)[O-])C(N)=O
i	CCOC(=O)N1CCN(C(=O)c2ccc3[nH]c(C)c(C)c3c2)CC1
i	CCN1C[C@@H]2[C@@H]3C(=O)N(C)C(=O)[C@@H]3[C@](Cc3ccccc3)(C1=O)N2C(=O)c1ccc(Br)cc1
i	O=C(CCS(=O)(=O)c1cc(Br)cc2c1N(C(=O)C1CC1)CC2)NCc1ccco1
i	O=C1CC(c2ccc3ccccc3c2)NN1 (centres undefined)
i	COc1cccc(-c2sc3ccc(OC)cc3c2-c2ccc(OCCN3CCCCC3)cc2)c1
i	CC1CCCN(C(=O)CN2C(=O)c3ccccc3S2(=O)=O)C1 (centres undefined)
i	CCSc1nc2cc(S(=O)(=O)N3CCOCC3)ccc2o1
i	CC1CCN(C(=O)COC(=O)c2ccc([N+](=O)[O-])o2)CC1
i	COc1cc(S(=O)(=O)N2CCOCC2)cc(C(=O)NCC(c2cccs2)N2CCOCC2)c1OC (centres undefined)
i	COc1ccccc1N(C)S(=O)(=O)c1ccc(C(=O)N(C)Cc2ccc(Cl)s2)cc1
i	COc1ccc(-c2c(-c3ccsc3)oc(=O)c3cc(OC)c(OC)cc23)cn1
i	CCOc1ccc(C=NN2CCCCCC2)cc1OCC
i	C=C1c2ccccc2O[C@H](C(=O)OCC)[C@@H]1C1CCCCC1
i	O=S(=O)(c1ccc(F)c(Cl)c1)N1CCN(C/C=C/c2ccccc2)CC1
i	CC(Sc1cccc[n+]1[O-])C(=O)NC1CCCCC1C (centres undefined)
i	CN(Cc1ccccc1)C(=O)c1cccc(NC(=O)Cc2ccc([N+](=O)[O-])cc2)c1
i	Nc1ccn(CC(=O)NCc2ccc3[nH]ccc3c2)c(=O)n1

Carrying on:
ANO1 activ	smiles
i	CCc1ccc(N2CC(C(=O)OCC(=O)Nc3ccccc3C)CC2=O)cc1 (centres undefined)
i	Cc1cc(C)c(C)c(S(=O)(=O)N2CCC(C(=O)NCc3ccco3)CC2)c1C
i	Cc1cc(C(=O)CCC(=O)N(C)CC(=O)Nc2ccc(OC(F)(F)F)cc2)c(C)s1
i	CCOC(=O)c1c(C)[nH]c(C(=O)COC(=O)c2ccco2)c1C

Sorted by SMILES length (smallest number first): 6 of the compounds above
ANO1 activ	smiles
i	CC(Sc1cccc[n+]1[O-])C(=O)NC1CCCCC1C (centres undefined)
i	CCc1ccc(N2CC(C(=O)OCC(=O)Nc3ccccc3C)CC2=O)cc1 (centres undefined)
i	O=S(=O)(c1ccc(F)c(Cl)c1)N1CCN(C/C=C/c2ccccc2)CC1
i	Cc1cc(C)c(C)c(S(=O)(=O)N2CCC(C(=O)NCc3ccco3)CC2)c1C
i	Cc1cc(C(=O)CCC(=O)N(C)CC(=O)Nc2ccc(OC(F)(F)F)cc2)c(C)s1
i	CN(Cc1ccccc1)C(=O)c1cccc(NC(=O)Cc2ccc([N+](=O)[O-])cc2)c1
